KCNQ1 pot: potentiators or activators of KCNQ1 channel, primary screen, cell-based, thallium flux, high-throughput; CHO-K1 KCNQ1, thallium flux FluxOR fluorescence; stronger effect = higher value; B-score at 10 µM; 0.35% of 310,000 active;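 active means fluorescence ratio B-score, a plate-corrected score, at least three library SD, with initial intensity B-score within 5 SD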
Target sequence (P51787 whole entry, looked up): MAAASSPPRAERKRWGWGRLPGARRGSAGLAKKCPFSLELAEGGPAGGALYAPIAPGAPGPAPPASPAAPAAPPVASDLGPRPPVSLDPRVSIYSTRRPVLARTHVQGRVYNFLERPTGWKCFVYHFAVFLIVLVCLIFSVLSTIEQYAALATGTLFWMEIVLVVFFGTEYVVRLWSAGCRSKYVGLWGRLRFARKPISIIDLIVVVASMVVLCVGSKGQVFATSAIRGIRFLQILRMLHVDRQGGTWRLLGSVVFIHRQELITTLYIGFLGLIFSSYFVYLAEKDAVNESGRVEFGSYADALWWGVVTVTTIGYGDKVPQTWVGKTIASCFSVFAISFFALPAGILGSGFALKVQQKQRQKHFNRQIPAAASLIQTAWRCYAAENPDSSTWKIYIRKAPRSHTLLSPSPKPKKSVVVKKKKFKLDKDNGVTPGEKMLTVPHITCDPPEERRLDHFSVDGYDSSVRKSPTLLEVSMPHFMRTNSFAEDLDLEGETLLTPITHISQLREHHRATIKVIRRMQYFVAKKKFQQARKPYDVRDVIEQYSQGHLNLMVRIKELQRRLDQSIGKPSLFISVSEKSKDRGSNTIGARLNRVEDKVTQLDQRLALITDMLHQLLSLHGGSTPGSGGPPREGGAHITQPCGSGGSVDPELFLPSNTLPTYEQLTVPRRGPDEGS
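Assay system: CHO-K1 cells stably expressing KCNQ1; Medium: assay buffer with matched DMSO; Also added: K+/Tl+ depolarizing stimulus; Dosing: single dose; Timing: dye 90 min, compound 20 min, room temperature; Measured by: kinetic FluxOR thallium fluorescence, 10-s 1-Hz baseline, 110-s post-stimulus read; Read-out: peak-minus-minimum fluorescence over initial fluorescence, negative-control normalized, B-scored.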
TMEM16A inh: TMEM16A chloride channel inhibitors, primary screen, cell-based, HTS; HEK293 TMEM16A/YFP iodide influx fluorescence, ionomycin; Anoctamin-1 (Mus musculus), Q8BHY3; normalized B-score (activity score, 25-100; higher = stronger inhibition) at 10 µM; 1.2% of 310,000 active;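 active means ratio plate-corrected score three or more library SD toward inhibition, starting fluorescence score within five deviations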;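 further: score derived from kinetic fluorescence span divided by baseline fluorescence per well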
Dyrk1A ADPGlo: rat Dyrk1A kinase inhibitors, primary screen, biochemical, single point, plate reader. Dual specificity tyrosine-phosphorylation-regulated kinase 1A (Rattus norvegicus), Q63470. ADP-Glo luminescence, NFATc1 peptide. inhibition, % at 12.5 µM. 0.43% of 310,000 active. AID 504441, 2011; in the data active means inhibition above about 50%;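 further: plate controls were vehicle with enzyme for no effect and no enzyme for full effect; many of its hits are not listed in these tables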
TMEM16A act: TMEM16A chloride channel activators or potentiators, primary screen, cell-based, HTS | Anoctamin-1 (Mus musculus), Q8BHY3 | HEK293 TMEM16A/YFP-H148Q/I152L, iodide quench fluorescence; stronger effect = lower value | B-score at 10 µM | 0.3% of 340,000 active | AID 623877, 2012;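 active means fluorescence-ratio B-score plate-corrected deviation score at least 3 library SD below zero, with starting fluorescence score within 5 deviations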;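 further: channel opened by trigger with iodide after compound preincubation; score built on the fluorescence ratio of max minus min over baseline; more negative score means more quench and so TMEM16A activation or potentiation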
TRPC4 agonist: activators of mouse TRPC4 channel, primary screen, Fluo4 calcium, HEK293 TRPC4beta/mu-opioid cells; B-score at 10 µM; Fluo4 calcium fluorescence; stronger effect = higher value; Short transient receptor potential channel 4 (Mus musculus), Q9QUQ5; 0.49% of 310,000 active;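 active means B-score above 5 SD of library B-scores, and initial fluorescence ratio not above library mean plus 5 SD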;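 further: positive B-score marks a calcium rise read as TRPC4 activation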
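system = HEK293 cells stably co-expressing mouse TRPC4beta and mu-opioid receptor | schedule = Fluo4 dye loading 45 min at room temperature, 110 s recording | measure = B-scored integrated calcium fluorescence ratio | signal = Fluo4 calcium-sensitive dye fluorescence, kinetic, 1 Hz baseline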
KCNK9 block: KCNK9 potassium channel inhibitors, primary screen, HEK293 cells, thallium flux | B-score at 10 µM | Potassium channel subfamily K member 9 (Homo sapiens), Q9NPC2 | FluxOR thallium flux fluorescence; stronger effect = lower value | 1.2% of 310,000 active;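 active means ratio B-score over 3 SD below the library mean, with starting fluorescence within 5 SD of its mean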;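 further: negative B-score means less thallium flux so channel inhibition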
hERG protect: hERG rescue from dofetilide block, primary screen, cell-based, CHO-hERG, FluxOR thallium flux, dofetilide IC70 | 0.51% of 310,000 active | Voltage-gated inwardly rectifying potassium channel KCNH2 (Homo sapiens), Q12809 | activation (rescue from dofetilide block), less the hit threshold, % at 10 µM | dofetilide IC70 present | AID 1511, 2009;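 active means activation above the mean of controls blocked by dofetilide plus 5 SD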;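 further: thallium influx through hERG after potassium depolarization seen as dye fluorescence rise; in these data hits start at about 4.7%; inactives centre near -7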
KCNK3 block: human KCNK3 channel inhibitors, primary screen, CHO cells, FluxOR thallium flux, B-score | 0.84% of 340,000 active | FluxOR fluorescence; stronger effect = lower value | B-score at 10 µM;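 active means B-score under library mean minus 4 SD, starting fluorescence ratio at most library mean plus 5 SD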;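 further: more negative B-score means stronger inhibition of thallium flux through KCNK3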
Target sequence (O14649 whole entry, looked up): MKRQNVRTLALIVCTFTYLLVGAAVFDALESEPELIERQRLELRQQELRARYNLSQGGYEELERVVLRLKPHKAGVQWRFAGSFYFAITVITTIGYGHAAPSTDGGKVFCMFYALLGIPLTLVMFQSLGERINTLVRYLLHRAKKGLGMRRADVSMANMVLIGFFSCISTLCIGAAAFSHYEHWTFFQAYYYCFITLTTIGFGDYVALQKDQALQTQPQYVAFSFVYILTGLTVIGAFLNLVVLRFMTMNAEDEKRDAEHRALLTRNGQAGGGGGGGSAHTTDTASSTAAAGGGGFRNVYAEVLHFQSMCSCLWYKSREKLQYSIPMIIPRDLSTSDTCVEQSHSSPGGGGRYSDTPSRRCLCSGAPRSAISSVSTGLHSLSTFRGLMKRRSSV
KCNQ1 block: inhibitors of human KCNQ1 channel, primary screen, cell-based, thallium flux, high-throughput | Potassium voltage-gated channel subfamily KQT member 1 (Homo sapiens), P51787 | CHO-K1 KCNQ1, FluxOR thallium flux fluorescence; stronger effect = higher value | B-score at 10 µM | 1.3% of 310,000 active | AID 2642, 2010;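 active means compounds whose thallium flux B-score, printed positive for inhibition, exceeds three library SD while starting fluorescence stays within three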;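 further: channel opened by potassium depolarization with thallium stimulus after 20 min compound exposure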
HDAC3 inh: HDAC3 deacetylase inhibitors, primary screen, biochemical, fluorescence, cell-free homogeneous. inhibition, % at 8.3 µM. 0.15% of 320,000 active. Histone deacetylase 3 (Homo sapiens), O15379. recombinant HDAC3, fluorogenic peptide/trypsin coupled; in the data active means inhibition above about 26%, passing the limit was not always enough
TRPC4 potent: positive allosteric modulators of TRPC4, primary screen, cell-based, mouse TRPC4beta, HEK293 mu-opioid, Fluo-4 calcium; DAMGO EC20, Fluo-4 Ca2+ flux; stronger effect = higher value; 0.42% of 310,000 active; Short transient receptor potential channel 4 (Mus musculus), Q9QUQ5; B-score at 10 µM;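 active means B-score of calcium response area above 5 SD of library B-scores, with initial fluorescence ratio within 5 SD of library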;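 further: B-score of integrated fluorescence ratio over time as area under calcium response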
* hit, by the source's call; i = inactive; . = not tested or not shown. The list is partial (hit frequency here may not be typical).

SMILES	KCNQ1 pot	TMEM16A inh	Dyrk1A ADPGlo	TMEM16A act	TRPC4 agonist	KCNK9 block	hERG protect	KCNK3 block	KCNQ1 block	HDAC3 inh	TRPC4 potent
COCCNC(=O)COC(=O)c1ccc(OCC(=O)Nc2ccccc2OC)c(OC)c1	i	i	2.6	i	i	i	-10.9	i	i	-8.6	i
C/C(=N\O)c1ccc2c(c1)OCCO2	i	i	3.5	i	i	i	-17.7	i	i	-0.8	i
CN(CC(=O)N1CCN(C2CCCCC2)CC1)S(=O)(=O)c1cccc2nsnc12	i	i	-7.5	i	i	i	-9.4	i	i	4.4	i
CC(C)CCNC(=O)c1cc(-c2ccncc2)nc2ccc(S(=O)(=O)N3CCOCC3)cc12	i	i	.	i	i	i	-3.5	i	i	-3.8	i
CCCS(=O)(=O)N1CCN(C(=O)COc2ccc(OC)cc2)CC1	i	i	3.0	i	i	i	-7.4	i	i	.	i
CCOc1ccc2[nH]c3c(N4CCN(C(=O)c5ccco5)CC4)ncnc3c2c1	i	i	.	.	i	i	-11.2	.	i	.	i
Cc1ccc(C(=O)N(CC(=O)NC2CCCCC2)c2ccccc2C)s1	i	i	.	i	i	i	0.8	i	i	0.3	i
CC(=O)N1CCCc2cc(S(=O)(=O)NC(C(=O)NC3CCCCC3)C(C)C)ccc21 (centres undefined)	i	i	-3.1	i	i	i	-3.7	i	i	-4.4	i
O=C(O)Cc1ccc(NC(=O)c2ccc3c(c2)C(=O)N(Cc2ccco2)C3=O)cc1	i	i	3.0	i	i	i	-0.2	i	i	-9.1	i
CCc1cc(C(=O)O)c(NC(=O)/C=C/c2ccc(OC)cc2)s1	i	i	1.6	i	i	i	-10.7	i	i	-1.3	i
CCOC(=O)C1=C2c3cc(OC)c(OC)cc3CC(C)(C)N2C(=O)C1=O	i	i	-2.7	i	i	i	-2.8	i	i	-4.2	i
COc1cccc(CNc2nc(-c3cccnc3)nc3ccccc23)c1	i	i	26.0	i	i	i	-22.5	i	i	4.6	i
CCCCn1c(SCC(=O)NCc2ccc(OC)c(C(=O)O)c2)nc2cc(S(N)(=O)=O)ccc21	i	i	3.7	i	i	i	-4.1	i	i	5.5	i
Cc1cccc(NC(=O)c2sc3nc(-c4ccccc4)cn3c2C)n1	i	i	.	i	i	i	-7.4	i	i	0.6	i
C/C(=N/NC(=O)c1ccc2c(c1)OCCO2)c1ccc([N+](=O)[O-])cc1	i	i	-5.6	i	i	i	-10.9	i	i	0.1	i
CC(=O)Nc1ccc(S(=O)(=O)N(C)CC(=O)OC(C)C(=O)NC2CCCCC2)cc1 (centres undefined)	i	i	-2.5	i	i	i	-17.5	i	i	0.8	i
O=C(Nc1cccc(-c2nc3ncccc3o2)c1)c1ccccc1	i	i	8.2	i	i	i	-32.6	i	i	-2.0	i
CCCCNC(=S)NCc1ccc2[nH]c3c(c2c1)CCCC3	i	i	1.4	i	i	i	-16.2	i	i	.	i
O=C(COC(=O)c1cc(C(F)(F)F)cc(C(F)(F)F)c1)NCc1ccc(Cl)cc1	i	i	5.4	i	i	i	-4.4	i	i	4.1	i
COc1cc(/C=C2\SC(=S)N(CC(=O)Nc3cccnc3)C2=O)cc(OC)c1OC	i	i	-2.3	i	i	i	-2.2	i	i	9.0	i
CC(=O)c1c(C)[nH]c(C(=O)OCC(=O)NCCc2ccc(Cl)cc2)c1C	i	i	10.6	i	i	i	-12.1	i	i	-1.9	i
CCNC(=O)/C(C#N)=C/c1c(N2CCN(C)CC2)nc2c(C)cccn2c1=O	i	i	-6.8	i	i	i	-1.1	i	i	15.0	i
O=C(NC(=S)NCc1cccnc1)c1ccccc1F	i	i	6.8	i	i	i	-11.8	i	i	10.5	i
Cc1c(NC(=O)COC(=O)C(c2ccc(Cl)cc2)C(C)C)c(=O)n(-c2ccccc2)n1C (centres undefined)	i	i	-10.1	i	i	i	-10.2	i	i	-0.1	i
Nc1ccc(S(=O)(=O)NNC(=O)C(=O)NNc2ccccn2)cc1	i	i	2.3	i	i	i	-7.4	i	i	-5.8	i
C=CCOc1ccc(CN(C)C(=O)C2CCCO2)cc1 (centres undefined)	i	i	3.2	i	i	i	-3.3	i	i	3.7	i
Cc1cccc(NC(=O)Cn2nc(-c3ccco3)ccc2=O)c1C	i	i	-1.5	i	i	i	-3.4	i	i	-2.2	i
CCOc1cc(C(=O)N/N=C(\C)Cc2ccc(OC)cc2)cc(OCC)c1OCC	i	i	2.2	i	i	i	-0.3	i	i	3.3	i
CC1(C)S[C@@H]2[C@H](NC(=O)[C@H](N)c3ccccc3)C(=O)N2[C@H]1C(=O)OC1OC(=O)c2ccccc21 (some centres undefined)	.	i	7.8	i	.	.	.	i	.	-11.5	.
CN1CCS/C1=C/C=C1\SC(=S)N(CC(=O)O)C1=O	i	i	1.9	i	i	i	-32.0	i	14*	14.6	i
Cc1ccc(S(=O)(=O)N2CCCCC2)cc1C(=O)NCc1ccncc1	i	i	0.8	i	i	i	-4.2	i	i	1.2	i
CCOc1nc(SCCOc2ccc(Cl)cc2Cl)nc(N(C)C)n1	i	i	5.7	i	i	i	-11.5	i	i	1.0	i
CCC(C)(C)n1nnnc1C(C(C)C)N1CCN(C(=O)c2ccco2)CC1 (centres undefined)	i	i	-6.2	i	i	i	-7.0	i	i	4.7	i
O=C(O)C1CCCCC1C(=O)NCCCN1CCCC1=O (centres undefined)	i	i	-0.2	i	i	i	-1.0	i	i	5.5	i
Cc1nc2ccc(NC(=O)c3ccc([N+](=O)[O-])cc3)cc2s1	i	i	-5.2	i	i	i	-3.6	i	i	-1.4	i
COc1ccc(NC2CCCN(C(=O)c3ccc(C)nc3)C2)cc1 (centres undefined)	i	i	-8.4	i	i	i	-11.6	i	i	4.0	i
O=C1C2C(c3cccc(/C=C/c4ccccc4)c3)CC=CC2C(c2ccc(C(F)(F)F)cc2)N1Cc1ccccc1 (centres undefined)	i	i	7.2	i	i	i	-6.4	i	i	-11.5	i
CC(NC(=O)C1CCC(C(C)(C)C)CC1)C(c1ccccc1)N1CCOCC1 (centres undefined)	i	i	2.2	i	i	i	-9.7	i	i	9.9	i
O=C(OC(C(=O)NCc1ccccc1)c1ccccc1)c1ccco1 (centres undefined)	i	i	0.7	i	i	i	-3.4	i	i	9.5	i
CCOC(=O)c1c(-c2ccccc2)cn2c(C)cc(C)nc12	i	i	11.5	i	i	i	-5.2	i	i	-15.7	i
COc1ccc(OCc2n[nH]c(=S)n2-c2ccc(C)cc2)cc1	i	i	2.4	i	i	i	-13.4	i	i	7.2	i
C=CCn1c(SCC(=O)Nc2sccc2C(N)=O)nc2sc(C)c(C)c2c1=O	i	i	-3.2	i	i	i	-2.5	i	i	-2.9	i
C=CCOC(=O)C1=C[C@H](c2coc3ccccc3c2=O)C[C@H](OCCCCO)O1	i	i	5.5	i	i	i	-4.1	i	i	0.1	i
Cc1ccc(NC(=O)C2C3C=CC4(O3)C2C(=O)N(CCCN2CCCCC2)C4C(=O)NC2CCCCC2)cc1C (centres undefined)	i	i	-4.1	i	i	i	-3.3	i	i	-6.4	i
O=C(c1cccc(F)c1)N1CCN(C(=O)C2CC2)CC1	i	i	-4.8	i	i	i	-15.2	i	i	-1.7	i
Cc1ccc(-c2nnc(COC(=O)c3ccco3)o2)cc1	i	i	-1.4	i	i	i	-14.5	i	i	5.1	i
COc1ccc(Cl)cc1-c1nc(-c2ccc(Br)o2)no1	i	i	-1.8	i	i	i	-7.4	i	i	2.3	i
COc1ccccc1C(=O)Nc1cc2cc(Br)ccc2oc1=O	i	i	-0.3	i	i	i	-7.4	i	i	0.0	i
CSc1nnc(C2CCN(CC(=O)Nc3ccccc3N3CCOCC3)CC2)n1C(C)C	i	i	-0.1	i	i	i	-4.6	i	i	2.7	i
COCCN1CCN(C(=O)c2ccc3oc(CCCc4ccccc4)nc3c2)CC1	i	i	-2.6	i	i	i	-11.1	i	i	1.1	i
COc1cccc(C2NC(CCSC)(C(=O)O)C3C(=O)N(C(C)C)C(=O)C23)c1O (centres undefined)	i	i	1.6	i	i	i	-4.8	i	i	2.9	i
O=c1c2c(-c3ccccc3)csc2nc2n1CCC2	i	i	4.7	i	i	i	-1.7	i	i	-8.5	i
Cc1cc(CCN2CCC(=O)NC2=S)ccc1OC(C)C	i	i	6.2	i	i	i	-4.5	i	i	1.5	i
CCOC(=O)c1ccc(CNC(=O)Cn2nnc(-c3cccc(C)c3)n2)o1	i	i	3.5	i	i	i	-14.8	i	i	-0.3	i
O=c1[nH]nc(-c2ccc(F)cc2)cc1Cc1ccccc1	i	i	.	i	i	i	-3.5	i	i	-0.5	i
CCCCn1c(CN2CCN(C(=O)OCC)CC2)nc2c1c(=O)n(C)c(=O)n2C	i	i	-0.8	i	i	i	-8.8	i	i	-5.1	i
Cc1ccc(S(=O)(=O)N2CCC(=O)N(C(COCc3ccc(Cl)cc3)Cc3ccccc3)CC2)cc1 (centres undefined)	i	i	-1.1	-24.5*	i	i	-9.8	i	i	3.5	i

Single records, from the list above. Order of values: KCNQ1 pot	TMEM16A inh	Dyrk1A ADPGlo	TMEM16A act	TRPC4 agonist	KCNK9 block	hERG protect	KCNK3 block	KCNQ1 block	HDAC3 inh	TRPC4 potent
CCOC(=O)c1ccc(CNC(=O)Cn2nnc(-c3cccc(C)c3)n2)o1 reads i	i	3.5	i	i	i	-14.8	i	i	-0.3	i
COCCN1CCN(C(=O)c2ccc3oc(CCCc4ccccc4)nc3c2)CC1 reads i	i	-2.6	i	i	i	-11.1	i	i	1.1	i

Assay outcomes from PubChem BioAssay.
